# Compound activity: PubChem BioAssay, several laboratories
# phage Ecoli inh – E. coli growth loss with phage present. AID 651602. growth absorbance. inhibition, % at 11.9 µM. actives 0.26% (n = 360,000); in the data active = inhibition above about 11%
# DSG3 Ab inh – human desmoglein-3 autoantibody binding inhibition; P32926; DSG3-coupled beads, scFv-anti-DSG3-GFP binding, flow cytometry; stronger effect = lower value; binding (percent of control), % at 10 µM; actives 0.48% (n = 310,000);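 active = binding more than 3 SD below its plate's average and above zero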;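 also: hits lower antibody fragment binding to DSG3; some compounds called inactive have numbers as strong as hits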
# HTR5A ag – activates human HTR5A in OPRM1-OPRD1 agonist counter-screen | P47898 | HTR5A agonist assay, luminescence, cell-based | activation, % at 9.3 µM | actives 0.61% (n = 340,000) | AID 504692; in the data active = activation mostly above about 9.5%, no sharp cut-off; inactive = mostly below about 7.6%;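 also: 0% = cells with vehicle only and 100% = reference agonist; strong numbers were not always called active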
# Ecoli viability – bacterial growth inhibition, counter-screen for AddAB inhibitors. E. coli V3065 growth, OD600 absorbance, 18 h. inhibition, % at 11.9 µM. actives 0.27% (n = 330,000);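 active = inhibition above the campaign's mean inhibition across all tested compounds plus 3 SD, cut at about 9.9% in these data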;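 also: uninfected addAB+ strain grown without phage in ampicillin broth; 0% = DMSO wells and 100% = ciprofloxacin 0.95 µg/ml wells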
# AddAB inh – less growth of phage-infected E. coli with AddAB; inhibition, % at 11.9 µM; actives 0.29% (n = 330,000); E. coli expressing H. pylori AddAB, absorbance growth; in the data active = inhibition above about 12%;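 also: 0% = vehicle wells of infected cells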
# MOR-DOR inv ag – inverse agonist of human OPRM1-OPRD1 heterodimerization; P35372+P41143; cell-based MOR-DOR heterodimer luminescence, inverse agonism; inhibition, % at 9.3 µM; actives 0.21% (n = 340,000); in the data active = inhibition above about 22%, passing the limit was not always enough;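 also: 0% = cells with DMSO and 100% = wells without cells with DMSO; values of inactives mirror those of a sister screen read the other way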
# Target sequence (P35372 whole entry, looked up): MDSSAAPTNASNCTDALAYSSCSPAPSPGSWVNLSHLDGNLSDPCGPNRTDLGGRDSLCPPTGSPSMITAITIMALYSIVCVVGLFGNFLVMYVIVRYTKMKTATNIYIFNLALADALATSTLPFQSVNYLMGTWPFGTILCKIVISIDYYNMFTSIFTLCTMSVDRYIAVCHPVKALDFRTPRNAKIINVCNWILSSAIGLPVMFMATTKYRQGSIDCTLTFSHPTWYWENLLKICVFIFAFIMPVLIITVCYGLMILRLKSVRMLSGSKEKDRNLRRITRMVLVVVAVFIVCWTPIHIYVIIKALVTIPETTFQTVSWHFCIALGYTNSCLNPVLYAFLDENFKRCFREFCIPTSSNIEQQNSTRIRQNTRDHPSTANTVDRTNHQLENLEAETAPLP
# Target sequence (P41143 whole entry, looked up): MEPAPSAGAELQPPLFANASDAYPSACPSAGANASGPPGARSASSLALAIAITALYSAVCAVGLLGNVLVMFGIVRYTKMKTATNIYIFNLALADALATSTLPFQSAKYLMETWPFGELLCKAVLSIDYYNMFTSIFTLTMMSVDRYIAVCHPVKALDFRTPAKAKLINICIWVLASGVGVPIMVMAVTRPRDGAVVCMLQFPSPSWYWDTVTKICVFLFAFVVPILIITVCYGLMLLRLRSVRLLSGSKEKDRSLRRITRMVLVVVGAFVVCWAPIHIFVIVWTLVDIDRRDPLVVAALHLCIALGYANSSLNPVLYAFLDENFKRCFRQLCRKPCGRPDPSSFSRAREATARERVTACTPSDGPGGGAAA
# MOR-DOR ag – agonists of human mu-delta opioid receptor heterodimerization. P35372+P41143. cells, OPRM1-OPRD1 heterodimerization, luminescence. activation, % at 9.3 µM. actives 0.3% (n = 340,000). AID 504326; in the data active = activation above about 18%;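 also: 0% = vehicle-treated cells and 100% = reference agonist; values of inactives mirror those of a sister screen read the other way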
# HTR5A inv ctr – inverse agonist of human HTR5A in OPRM1-OPRD1 counter-screen; P47898; HTR5A cell line, luminescence, inverse agonism; inhibition, % at 9.3 µM; actives 0.083% (n = 340,000); AID 504634; in the data active = inhibition mostly above about 23%, no sharp cut-off; inactive = mostly below about 18%;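 also: 0% = cells with DMSO and 100% = no-cell wells with DMSO; some compounds called inactive have numbers as strong as hits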
# Mot1-301 SUMO – inhibitors of SUMOylation pathway: yeast Mot1-301 growth rescue; S. cerevisiae Mot1-301 growth rescue, ATP luminescence, 38.5C; percent above DMSO median, 100 means doubled; growth rescue, % at 18.8 µM; actives 1% (n = 320,000);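 active = every valid replicate shows activation above 250% relative to neutral control wells; inactive = the rest, any valid replicate at or below 250%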;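 also: OY570 slx delta 5 strain wells were the positive control but not used for scaling; some compounds called inactive have numbers as strong as hits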
# PfHsp90 set2 – reduces growth (ATP signal) of yeast expressing P. falciparum Hsp90 | S. cerevisiae expressing PfHsp90, BacTiter-Glo ATP, 48 h; yeast lacking PDR1 and PDR3 efflux regulators | inhibition, % at 9.4 µM | actives 0.32% (n = 310,000) | AID 504621;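 active = every replicate shows inhibition above about 80%, whatever the replicate mean, limit read from the data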;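 also: 0% = DMSO neutral controls and 100% = 20 µM radicicol positive controls; yeast relying on Plasmodium falciparum Hsp90 in place of its own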
# PKA-R1A act – activates the PKA-R1A holoenzyme complex | PKA-R1A dissociation, Cy5-IP20 fluorescence polarization; scaled: DMSO 0%, 113 µM cGMP 100% | actives 0.083% (n = 340,000) | AID 504707 | activation, % at 11.4 µM | P00514+P68181;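 active = percent activation above the mean of all tested compounds plus 3 SD, cut at about 19% in these data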;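 also: higher means more PKAc released from R1A so a rise in polarization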
# The depositor's hits bear a star; . = no result given. Rows were taken by chance; about 3.2% have a hit in one of these screens.
Structure,MOR-DOR ag,MOR-DOR inv ag,HTR5A ag,HTR5A inv ctr,PfHsp90 set2,Ecoli viability,AddAB inh,DSG3 Ab inh,Mot1-301 SUMO,PKA-R1A act,phage Ecoli inh
Fc1ccc(NCc2cccnc2)cc1F,0.2,-1.5,-2.0,-33.1,-20.1,-0.1,0.8,199.9,-9.3,-1.3,2.3
CCN1C[C@@H]2[C@@H]3C(=O)N(C)C(=O)[C@@H]3[C@](C)(C1=O)N2C(=O)c1ccc(C)cc1,-1.6,9.0,1.1,3.4,26.6,.,.,98.4,.,2.5,4.0
CCCC(C)C(=O)OCC(=O)Nc1c(Br)cc(C)cc1Br (stereo not given),0.7,-3.9,1.9,-4.2,34.5,-0.8,0.3,112.2,-20.0,2.4,3.4
COc1ccc(-c2[nH]ncc2CNCCCSC)cc1F,3.2,-16.4,-0.8,-1.4,-20.8,0.9,0.4,102.9,103.1,4.9,2.5
CN(C)/C=C/C(=O)c1nn(-c2ccc(F)cc2)ccc1=O,-1.5,8.0,-3.3,-5.3,6.2,-0.4,-0.1,108.2,-5.3,4.5,3.2
O=[N+]([O-])c1ccc(N2CCN(S(=O)(=O)c3ccccc3)CC2)cc1NCc1cccnc1,-2.9,14.5,4.6,-11.8,21.3,-0.8,2.4,102.8,18.8,-5.8,2.0
CCC(CCC(=O)NNC(=O)Cc1ccc([N+](=O)[O-])cc1)C(=O)O (stereo not given),-1.6,8.8,-2.1,5.7,0.3,-1.4,0.9,100.3,0.4,-7.3,-0.6
COc1ccc(CCN2CC(C(=O)OC(C)C(=O)Nc3ccc(NC(C)=O)cc3)CC2=O)cc1OC (stereo not given),-1.9,7.9,1.3,-3.6,1.9,.,.,107.6,.,-9.1,-1.2
CSC(=NC#N)N1CCN(c2ccccc2)CC1,-3.9,18.8,1.1,-2.6,.,-3.5,-4.5,96.5,10.6,-8.4,1.7
Cc1cc(OCCN2CCCCCC2)ccc1[N+](=O)[O-],-4.0,18.8,3.2,-10.6,14.7,-1.3,0.0,112.5,19.8,-0.8,0.9
CN(C)c1cccc2c1c(NC(=O)c1ccc(F)cc1)nn2C,2.0,-9.9,1.6,26.0,-3.9,-0.7,0.5,119.4,26.7,-3.4,1.6
O=C(COc1ccc(S(=O)(=O)N2CCOCC2)cc1)Nc1ccccc1F,-2.2,11.3,4.2,-11.5,10.2,2.5,1.2,109.0,0.3,5.8,-0.4
COc1ccc(C(C)NC(=O)C2C(=O)NC3(C)CC2c2ccccc2O3)cc1 (stereo not given),0.3,-2.0,-7.4,-11.1,14.8,4.9,-0.5,109.5,-18.4,-4.7,2.1
CSCCC(NC(=O)COc1ccccc1)C(=O)O (stereo not given),0.9,-4.4,-0.2,0.5,-12.7,-0.4,0.2,106.5,5.7,3.2,2.1
COc1ccc(CCNC(=O)COC(=O)c2cccs2)cc1,-1.6,10.4,7.4,-20.2,.,.,.,102.5,.,-2.2,1.4
COc1ccc(C2C3=C(OC(C)=O)c4ccccc4C3=Nc3c2c(=O)n(C)c(=O)n3C)cc1 (stereo not given),-1.9,9.6,-2.8,1.8,2.9,0.5,-1.6,.,-12.6,-3.4,2.8
COc1ccc(C)cc1NC(=O)NNS(=O)(=O)c1ccc(NC(C)=O)cc1,-3.9,21.0,0.6,6.6,-14.7,3.0,1.6,114.6,248.7,3.1,1.9
Cc1ccc(S(=O)(=O)c2cn(C)c3cc(N4CCN(C)CC4)c(F)cc3c2=O)c(C)c1,-1.9,10.0,0.4,-5.5,7.0,-0.8,2.2,91.3,106.8,2.9,1.0
Nc1ccccc1C(=O)N1O[C@@H]2C=C[C@H]1CC2,-2.9,14.2,0.4,-1.7,-19.1,1.2,0.2,105.1,.,4.8,1.8
CC1CC(C)CN(S(=O)(=O)c2ccc(NC(=O)C3COc4ccccc4O3)cc2)C1 (stereo not given),4.4,-22.4,-1.3,3.5,-30.8,-0.9,3.8,107.7,-2.6,-12.2,0.6
Cc1ccc(S(=O)(=O)N2CCC(Oc3ccc(-n4cnnn4)cc3)CC2)cc1,0.1,-0.6,5.1,-10.9,12.4,0.6,3.4,72.8,97.5,11.0,2.5
CP(=O)(COC(=O)c1ccccc1)COC(=O)c1ccccc1,0.0,-0.1,-6.2,14.7,5.2,-1.6,3.3,.,11.4,10.1,3.3
Cc1cc2cc(CCNS(C)(=O)=O)c(=O)[nH]c2cc1C,0.8,-3.6,-1.1,-0.8,-14.8,-3.0,1.8,118.6,-13.0,0.3,0.3
Cc1cc(C)n(Cc2ccc(C(=O)O)cc2)n1,-0.7,4.3,9.0,18.6,-1.6,-1.5,1.0,87.1,154.8,-6.7,1.2
COc1ccccc1/C=C/CN1CC(C)OC(C)C1 (stereo not given),-0.5,2.5,-4.2,4.6,.,-0.1,0.3,99.5,192.4,-1.4,2.2
Cc1nn(C)c(C)c1NC(=O)CSc1nnc(C)n1-c1ccccc1,-0.2,1.1,4.3,-12.7,-23.7,-0.5,-0.7,106.4,-9.9,3.0,3.6
CCOc1ccccc1C(=O)N(CN1CCCC1=O)c1ccc(C)c(Cl)c1,-2.8,13.8,-5.0,0.9,8.7,1.6,0.2,96.3,-15.4,-2.2,2.4
CCOC(=O)N1CCN(C(=O)Cn2ccc3c(OC)cccc3c2=O)CC1,1.2,-7.0,8.5,-25.8,-4.8,-0.2,-1.4,103.7,5.7,0.5,-0.8
COCCNc1nc(N)c([N+](=O)[O-])c(NCCO)n1,0.2,-1.7,0.6,-16.2,-45.0,0.2,0.5,95.5,1.7,-10.0,0.6
CCCC(=O)n1nc(-c2cccnc2)nc1N,-1.4,6.6,-3.9,9.2,.,1.7,0.6,103.8,-5.0,2.8,1.2
c1ccc(-c2ccc(CN3CCSCC3)cc2)cc1,2.5,-12.6,11.7,-10.8,0.4,0.3,7.8,106.5,344.9,-1.3,0.3
Cn1c(-c2c(N)n(CCCc3ccccc3)c3nc4ccccc4nc23)nc2ccccc21,57.9*,-313.2,0.6,2.9,-8.7,.,.,96.0,.,4.7,.
Cc1cc(N/C=C2\CCCCC2=O)no1,0.0,0.1,5.6,-20.1,23.4,0.2,3.3,97.6,13.4,-2.1,3.8
Nc1cc(C(=O)OCC(=O)N2CCC(Cc3ccccc3)CC2)ccc1Cl,-3.0,11.4,-1.9,-0.2,-20.4,-0.7,-0.1,90.2,10.4,-8.4,2.4
CCOc1ccc(NC(=O)c2c3c(nc4ccccc24)CCC3)cc1,-3.2,15.9,6.5,-4.4,8.0,-0.7,1.9,96.7,-1.5,-6.5,4.7
COC(=O)c1[nH]c2ccccc2c1NC(=O)c1ccccc1[N+](=O)[O-],-0.6,4.0,4.1,-17.8,8.8,-0.3,-0.2,96.9,-23.5,-3.4,3.4
Cc1cc(C)cc(N(CC(=O)N2CCc3ccccc32)S(=O)(=O)c2c(C)noc2C)c1,-1.0,5.2,8.5,-25.4,12.5,0.6,3.3,101.0,218.0,-2.1,1.8
CCCNC(=O)C1CCN(S(=O)(=O)c2ccc3nc4c(c(C(=O)O)c3c2)CCCCC4)CC1,-0.5,3.2,0.1,-0.3,4.0,-0.5,2.1,102.2,.,-0.4,2.2
CCOC(=O)N1CCN(C(=O)c2ccccc2NC(=O)COc2ccccc2C)CC1,-1.8,9.9,0.2,4.5,-10.1,-1.8,0.2,98.6,5.2,4.8,-0.3
Cc1ccc(N2CCN(C(=O)c3cc(COc4c(C)cccc4C)on3)CC2)c(C)c1,0.7,-4.5,-3.5,-13.9,-14.0,2.3,-1.3,103.6,12.9,-10.3,-0.2
O=C(Nc1ccc(F)cc1F)N1CCCN(c2ccc([N+](=O)[O-])cn2)CC1,-1.7,8.4,-1.1,30.8,-2.0,0.0,0.7,110.3,21.6,0.7,2.3
O=C(O)C1CC2C3CC(C(=O)O)C(C3)C2C1 (stereo not given),-0.1,0.5,-2.3,9.1,.,.,.,104.2,.,-3.8,0.6
CC(=O)C1C(c2ccc(Cl)cc2)NC(=O)NC1(O)C(F)(F)F (stereo not given),-1.8,10.2,10.0,-25.8,4.1,1.4,1.4,99.5,3.2,-10.7,3.0
CCc1cc2c(NCC(=O)O)ncnc2s1,-2.2,12.9,-4.2,12.4,5.6,-0.1,2.5,106.9,-15.3,-6.7,2.9
COC(=O)c1cccc(S(=O)(=O)N(Cc2ccco2)Cc2cc3ccc(OC)cc3[nH]c2=O)c1,0.2,-1.2,-1.6,-12.5,.,1.0,-0.3,95.6,-6.6,-16.1,2.5
COc1ccc(Cc2nnc(NC(=O)c3ccc(Cl)c([N+](=O)[O-])c3)s2)cc1,-2.3,11.6,0.5,-1.6,.,0.8,1.5,.,-1.1,2.3,2.3
CCOC(=O)CSc1nnc(-c2ccc(S(=O)(=O)NCc3cccs3)cc2)o1,-0.2,0.9,1.1,4.8,.,-0.4,2.5,119.1,-14.1,-9.1,3.0
c1ccc2nc(-c3nccs3)ccc2c1,-1.1,5.9,0.3,-0.9,-25.3,0.4,-0.3,99.9,-10.9,-0.7,0.5
O=C(NCc1ccco1)C(=S)N1CCCCC1,-0.5,2.8,-1.8,4.9,4.9,0.4,-0.5,99.5,15.2,13.8,2.6
O=C(O)CCCNc1ccc(S(=O)(=O)Nc2ccccc2C(=O)O)cc1C(=O)O,-1.2,6.8,3.5,6.8,-13.8,2.7,-0.5,96.2,-10.1,7.5,0.3
Cc1noc(C)c1C(=O)Nc1nc(-c2ccc(F)cc2)cs1,0.2,-0.7,3.1,-8.6,-12.6,-1.8,-0.9,115.7,12.4,7.5,2.0
O=C(CCNC(=O)c1ccccc1Cl)Nc1nc(-c2ccc(F)cc2)cs1,-0.5,2.3,2.0,7.5,1.3,-2.2,1.7,.,2.1,-4.5,2.8
Cc1ccc(-c2nn(CC(=O)Nc3cccnc3)c(=O)c3ccccc23)cc1,-0.6,3.6,0.0,-14.4,.,-1.3,-1.9,.,213.4,0.8,2.8
O=C(NCc1ccccc1)c1cccc(NC(=O)C2CCC2)c1,-3.5,16.3,-0.4,1.4,-13.4,.,.,101.6,.,9.1,6.4
COc1ccc2[nH]cc(CCNC(=O)C3CCCCC3)c2c1,-1.4,7.2,52.5*,-145.5,12.3,3.2,1.2,108.2,7.5,-3.8,-1.8
Cc1ccc2nc(N3CCN(Cc4nnnn4Cc4ccccc4)CC3)c(C#N)cc2c1,-1.9,11.4,-2.2,12.2,-41.2,-2.3,-1.0,98.4,13.3,-13.6,0.5
